pCIP destab = p/CIP-EGFP fusion destabilizers, primary screen, fluorescence, F442A cells | decrease of EGFP signal, % at 10 µM | Q05BA5 | actives 0.01% (n = 290,000) | 16 h;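 active = EGFP signal decrease of at least 30% at 10 µM or well 3 SD below plate mean, unless failing retest; inactive = the rest, including hits failing retest or dose response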; also: some compounds called inactive have numbers as strong as hits; many of its hits are not listed in these tables
Target sequence (Q05BA5 1-1403): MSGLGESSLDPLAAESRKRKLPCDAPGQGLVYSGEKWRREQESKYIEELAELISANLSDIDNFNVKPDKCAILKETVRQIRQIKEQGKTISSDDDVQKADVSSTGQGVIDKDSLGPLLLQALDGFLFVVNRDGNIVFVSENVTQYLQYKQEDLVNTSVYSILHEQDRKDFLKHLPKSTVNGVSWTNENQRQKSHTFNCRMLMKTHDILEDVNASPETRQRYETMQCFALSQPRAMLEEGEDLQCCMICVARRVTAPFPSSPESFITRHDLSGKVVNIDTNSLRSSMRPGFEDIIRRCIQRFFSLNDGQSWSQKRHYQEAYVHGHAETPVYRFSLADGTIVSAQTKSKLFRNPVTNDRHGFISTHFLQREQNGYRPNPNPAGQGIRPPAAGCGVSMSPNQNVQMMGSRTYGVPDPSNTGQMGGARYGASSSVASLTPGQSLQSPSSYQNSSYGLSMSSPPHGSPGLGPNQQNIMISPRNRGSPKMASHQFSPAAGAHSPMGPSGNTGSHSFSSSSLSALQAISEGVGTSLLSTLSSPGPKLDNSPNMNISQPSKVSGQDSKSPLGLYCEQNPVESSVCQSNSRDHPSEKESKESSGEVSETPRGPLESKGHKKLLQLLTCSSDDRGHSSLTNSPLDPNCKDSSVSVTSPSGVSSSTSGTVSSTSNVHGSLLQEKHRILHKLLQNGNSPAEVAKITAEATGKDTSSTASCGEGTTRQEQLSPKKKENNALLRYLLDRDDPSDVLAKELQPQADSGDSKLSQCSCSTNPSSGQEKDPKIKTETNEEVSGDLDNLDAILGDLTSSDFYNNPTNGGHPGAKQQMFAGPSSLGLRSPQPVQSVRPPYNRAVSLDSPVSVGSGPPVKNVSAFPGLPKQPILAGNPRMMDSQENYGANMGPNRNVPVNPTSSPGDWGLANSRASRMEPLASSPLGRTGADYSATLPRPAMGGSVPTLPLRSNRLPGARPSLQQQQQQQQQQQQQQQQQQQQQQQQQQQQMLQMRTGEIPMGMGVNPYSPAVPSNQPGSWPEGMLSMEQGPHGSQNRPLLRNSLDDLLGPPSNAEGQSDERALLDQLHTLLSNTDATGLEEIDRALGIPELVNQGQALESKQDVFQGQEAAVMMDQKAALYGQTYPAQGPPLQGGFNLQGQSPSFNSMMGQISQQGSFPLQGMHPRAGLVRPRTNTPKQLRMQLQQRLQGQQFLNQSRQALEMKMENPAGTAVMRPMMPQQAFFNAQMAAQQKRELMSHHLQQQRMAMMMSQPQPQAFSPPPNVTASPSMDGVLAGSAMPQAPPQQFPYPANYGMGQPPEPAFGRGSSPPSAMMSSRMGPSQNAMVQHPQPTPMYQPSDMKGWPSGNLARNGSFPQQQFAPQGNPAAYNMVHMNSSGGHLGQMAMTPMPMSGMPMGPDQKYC
GalR3 antag = GalR3 antagonists in HEK293 cells, primary screen, cell-based, fluorescence readout; Galanin receptor type 3 (Homo sapiens), O60755; HEK293 GalR3-CNG cAMP membrane potential fluorescence; galR3 body fused to GalR1 C-terminus; inhibition, % at 3 µM; actives 0.44% (n = 360,000); AID 651719, 2012;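 active = inhibition above the screen-wide average plus 3 SD, cut at about 13% in these data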;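 also: forskolin and galanin both at EC90 stimulate the cells; cAMP rise reported by CNG channel membrane potential dye signal; 0% = forskolin plus galanin with DMSO and 100% = forskolin alone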
CRFR2-BP ag = agonists of CRF-BP/CRF-R2 complex, primary screen, cell-based, HEK293, calcium dye fluorescence, uHTS; actives 0.46% (n = 350,000); CRF-binding protein / CRF receptor 2 complex (human); calcium dye fluorescence (FLIPR); percent of saturating CRF peptide response; activation, % at 13.2 µM;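 active = activation of at least 50%, plus an integration ratio under a set limit after plate pattern correction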;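 also: plate controls were neutral control wells without compound for no effect and CRF at EC100 for full effect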
CRFR2-BP antag = antagonists of CRF-BP/CRF-R2 complex, primary screen, cell-based, HEK293, calcium dye fluorescence, uHTS; inhibition, % at 11.8 µM; CRF-induced calcium fluorescence; actives 0.59% (n = 350,000); AID 588475, 2011;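 active = inhibition of the ligand-induced calcium signal above about 50% at the single tested concentration, limit read from the data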
IDE cell inh = human IDE inhibitors in live cells, primary screen, fluorescence polarization, HEK cells, FAbetaB substrate; AID 434962, 2010; FAbetaB cleavage; actives 0.41% (n = 320,000); inhibition, % at 5.59 µM;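 active = percent inhibition above the average of all tested compounds plus 3 SD, set per screening campaign, cut at about 16% in these data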;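 also: IDE supplied by intact live HEK cells; FP after avidin binding of uncleaved biotin substrate so inhibition keeps polarization high; 0% = DMSO wells and 100% = 60 µM reference IDE inhibitor Ii1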
CHRM4 PAM = human M4 muscarinic receptor positive allosteric modulators, primary screen, CHO-K1 cells, Fluo-8 calcium fluorescence; actives 0.4% (n = 360,000); CHO-K1 hM4/Gqi5, ACh EC20; 0% = ACh EC20, 100% = maximal ACh; activation, % at 3 µM;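 active = activation above its plate's cutoff, the mean activation of sample wells plus 3 SD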; also: some results filed as inactive read as strong as hits
MEKK3 PB1 HTS = modulators of MEKK3-MEK5 PB1 binding, primary screen, biochemical, wildtype MEKK3, multiplex bead flow cytometry, Alexa488-MEK5; bead-based flow cytometry, Alexa488-MEK5 binding to MEKK3; actives lie on both sides; 0 = blocked by unlabeled MEK5, 100 = vehicle; binding response (% of control), % at 10 µM; actives 1.4% (n = 290,000); AID 1529, 2009;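 active = binding response more than 3 SD above or below the average of its plate-row segment, actives on both sides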;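 also: Alexa488 bead fluorescence after subtracting the streptavidin-only scavenger bead signal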
PHOSPHO1 block = PubChem AID 1565; inhibition, % at 13.3 µM; actives 1.1% (n = 290,000); recombinant PHOSPHO1, absorbance phosphatase assay; in the data active = inhibition above about 60%
IDE act = human IDE activators in live cells, primary screen, fluorescence polarization, HEK cells, FAbeta-B substrate | Insulin-degrading enzyme (Homo sapiens), P14735 | FAbeta-B cleavage; 0% vehicle, 100% cell-free pure enzyme wells | activation, % at 5.96 µM | actives 0.073% (n = 340,000) | AID 493087, 2011;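 active = activation above the mean of all tested compounds plus 3 SD, set per screening campaign, cut at about 17% in these data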
* hit, by the source's call; nt = not tested or not shown; [ ] = remark or other dose.

SMILES	pCIP destab	GalR3 antag	CRFR2-BP ag	CRFR2-BP antag	IDE cell inh	CHRM4 PAM	MEKK3 PB1 HTS	PHOSPHO1 block	IDE act
CCC(=O)Nc1ccc(NC(=O)c2ccco2)c(OC)c1	4	-3	-1.3	5	-6	1	nt	-31	0
CCOC(=O)C1=C2SCC(=O)N2C(N)=C(C#N)C1	-6	-3	3.3	11	9	0	104	6	2
Cc1nc2ccc(S(=O)(=O)NC(C(=O)NCc3ccco3)C(C)C)cc2s1 (centres undefined)	3	6	-0.5	-12	0	11	101	10	-2
CCCCn1c(-c2csc(CC)c2)n[nH]c1=S	8	-3	-1.3	16	4	-9	106	14	-9
Cc1cc(C(=O)CN2CCC(C)CC2)c(C)n1-c1ccc(F)cc1	10	-2	0.6	11	-7	-8	103	1	-1
CCOC(=O)C1CCN(C(=O)Cc2ccccc2OC)CC1	-2	-4	1.4	-12	4	2	96	-12	2
Cc1nc(-c2ccccc2)ccc1C(=O)O	-6	-4	-0.6	-28	0	-3	77	-21	-4
CC(=O)c1cc2ccccc2oc1=O	nt	-7	-0.9	5	0	2	nt	nt	-2
O=C(NCCN1CCOCC1)c1ccc2c(c1)N(Cc1cccc(Cl)c1)C(=O)c1ccccc1S2(=O)=O	nt	-7	0.0	-11	nt	-3	nt	nt	nt
COc1cccc(C(=O)NCCS(=O)(=O)N2CC(C)CC(C)C2)c1 (centres undefined)	nt	-4	-0.9	-6	3	-1	nt	nt	-4
O=C1NC(=O)C(CC(=O)N(c2ccccc2)C2(C(=O)NC3CCCC3)CCCCC2)N1 (centres undefined)	-6	nt	-1.4	-1	6	-3	109	2	4
CS(=O)(=O)c1ccc(-c2nnn(CC(N)=O)n2)cc1	5	2	-2.1	6	-2	6	84	-28	3
O=C(COC(=O)CCCSc1nc2ccccc2[nH]1)Nc1ccc(Oc2ccccc2)cc1	-13	-5	0.0	3	4	-16	98	-7	-1
Cc1cccc(NC(=S)N2CCC(c3nc4ccccc4s3)CC2)c1	-11	-9	1.0	3	2	-1	85	-153	1
CN(C)CC#CCC(O)(c1ccccc1)c1ccccc1	4	-2	-0.4	10	9	-50	119	6	1
CCC1=NN2C(=N)/C(=C/c3cc(C)n(Cc4ccccc4)c3C)C(=O)N=C2S1	-8	-6	1.3	-30	13	-42	93	-10	2
COC(=O)c1ccc(CSCC(=O)Nc2cc(OC)cc(OC)c2)o1	-16	-4	-0.3	10	-2	8	98	3	-3
C/C(=N\N=C1\NC(=O)CS1)c1cccs1	-4	-5	0.5	2	4	-1	89	24	4
Cc1ccccc1NC(=O)CN1C(=O)NC2(CCCCC2)C1=O	1	0	2.4	-1	1	3	102	12	-1
Cc1cccc(Oc2ncnc(N)c2[N+](=O)[O-])c1C	-9	-1	0.4	0	0	-3	111	-14	4
CCN(CC(=O)Nc1ccccc1C(F)(F)F)C(=O)C1=COCCO1	nt	1	-0.2	1	0	-2	nt	nt	3
O=C(O)c1ccc(N/N=C/c2ccc(OC(=O)c3ccccc3Cl)cc2)cc1	3	-1	-2.3	-9	-6	-22	99	34	5
C[C@@H]1C=C(C(=O)NCc2ccccc2)O[C@H](OCc2ccc(CO)cc2)C1	-2	0	-1.6	6	0	7	99	32	2
N#CCSc1nc2c(sc(=S)n2Cc2ccco2)c(=O)n1-c1ccc(F)cc1	-7	-9	3.9	-8	-4	-9	99	13	5
COc1ccc(-c2c3c(=O)n(C)c(=O)n(C)c3cn2-c2ccccc2O)cc1	-7	0	5.2	-5	-2	12	93	12	7
CN1CCN(NC(=O)CN2C(=O)/C(=C/c3ccccc3F)SC2=S)CC1	-10	0	nt	nt	5	nt	127	-12	nt
Cc1cccc(C(=O)Nc2nnc(-c3ccc(C(C)(C)C)cc3)s2)c1	-11	-3	3.4	-30	-2	4	105	46	7
COCCNC(=O)[C@@H]1CCCN1S(=O)(=O)c1cccc2cccnc12	nt	1	-0.8	0	6	2	nt	nt	0
Nc1nc(NCCN2CCOCC2)nc(NCc2ccccc2)c1[N+](=O)[O-]	-8	2	-0.4	-10	2	6	98	-4	1
CSc1nnc(-c2ccccc2)o1	-2	-5	-1.4	-5	4	2	101	-2	7

Already shown: five of the compounds above.
SMILES	pCIP destab	GalR3 antag	CRFR2-BP ag	CRFR2-BP antag	IDE cell inh	CHRM4 PAM	MEKK3 PB1 HTS	PHOSPHO1 block	IDE act
CN1CCN(NC(=O)CN2C(=O)/C(=C/c3ccccc3F)SC2=S)CC1	-10	0	nt	nt	5	nt	127	-12	nt
Cc1cccc(C(=O)Nc2nnc(-c3ccc(C(C)(C)C)cc3)s2)c1	-11	-3	3.4	-30	-2	4	105	46	7
COCCNC(=O)[C@@H]1CCCN1S(=O)(=O)c1cccc2cccnc12	nt	1	-0.8	0	6	2	nt	nt	0
Nc1nc(NCCN2CCOCC2)nc(NCc2ccccc2)c1[N+](=O)[O-]	-8	2	-0.4	-10	2	6	98	-4	1
CSc1nnc(-c2ccccc2)o1	-2	-5	-1.4	-5	4	2	101	-2	7

Next section.
SMILES	pCIP destab	GalR3 antag	CRFR2-BP ag	CRFR2-BP antag	IDE cell inh	CHRM4 PAM	MEKK3 PB1 HTS	PHOSPHO1 block	IDE act
O=C(CSc1nnc(-c2cccnc2)o1)Nc1ccccc1Br	-10	-9	1.3	4	-8	-1	99	30	8
Cc1ccsc1CNCc1cc(Cl)ccc1O	nt	-4	-1.6	-25	-2	7	nt	nt	5
CCCn1cnc2c(SCCc3ccccc3)nc(N)nc21	nt	11	1.6	-4	nt	4	nt	nt	-6
CC1=NN(c2ccccc2)C(=O)/C1=C\c1sccc1C	-16	-5	0.3	9	0	-8	59	37	1
O=C(CCn1c(=O)c2ccccc2n(CC(=O)NCCC2=CCCCC2)c1=O)NCc1ccco1	-4	1	0.4	22	-4	-7	103	-24	4
O=C(COC(=O)c1cc(S(=O)(=O)N2CCCC2)ccc1O)NCc1ccccc1	nt	8	-1.9	0	nt	-2	nt	nt	1
CC1CCCC(C)N1C(=O)c1ccc2c(c1)S(=O)(=O)c1ccccc1C2=O (centres undefined)	-17	-7	1.2	-11	-3	6	0.0*[inhibitor]	31	1
COC(=O)c1cccc(NC(=O)/C(=C\c2ccccc2)NC(=O)c2ccccc2Cl)c1	-2	-4	-0.1	9	-13	-7	97	21	0
Cc1ccc(C)c(OCCC(=O)Nc2ccccc2C(=O)NC2CC2)c1	nt	-6	-2.0	9	6	5	nt	nt	1
COc1ccccc1NS(=O)(=O)c1cccc(C(=O)N/N=C/c2c(CO)cnc(C)c2O)c1	nt	-5	16	-5	7	2	nt	nt	3
COc1ccc(Cc2nc3ccc(C(=O)NCc4cc(C)no4)cc3o2)cc1	-2	-7	-2.3	14	-1	-5	105	43	1
CCN(CC)S(=O)(=O)c1ccc(N2CCOCC2)c(NS(=O)(=O)c2cc(C(C)(C)C)ccc2C)c1	-13	-2	-1.1	25	-1	-7	93	-7	-1
CCC(CC)=NNC(=O)c1ccccc1OCc1ccc(F)cc1	0	-15	-0.5	21	11	-1	99	-13	5
COc1cc(-c2nc(C(=O)NC3CCCCC3)cc3c2[nH]c2ccccc23)cc(OC)c1OC	-10	-7	-1.3	-16	2	-11	99	-2	2
Cc1cccc(C(=O)NCCCN(C)CCCNC(=O)c2cccc(C)c2)c1	-9	-5	-1.0	5	-1	3	102	14	-1

An excerpt from above in order of count of non-hydrogen atoms, ascending:
SMILES	pCIP destab	GalR3 antag	CRFR2-BP ag	CRFR2-BP antag	IDE cell inh	CHRM4 PAM	MEKK3 PB1 HTS	PHOSPHO1 block	IDE act
CC1=NN(c2ccccc2)C(=O)/C1=C\c1sccc1C	-16	-5	0.3	9	0	-8	59	37	1
CCC(CC)=NNC(=O)c1ccccc1OCc1ccc(F)cc1	0	-15	-0.5	21	11	-1	99	-13	5
Cc1ccc(C)c(OCCC(=O)Nc2ccccc2C(=O)NC2CC2)c1	nt	-6	-2.0	9	6	5	nt	nt	1
O=C(COC(=O)c1cc(S(=O)(=O)N2CCCC2)ccc1O)NCc1ccccc1	nt	8	-1.9	0	nt	-2	nt	nt	1
COC(=O)c1cccc(NC(=O)/C(=C\c2ccccc2)NC(=O)c2ccccc2Cl)c1	-2	-4	-0.1	9	-13	-7	97	21	0
O=C(CCn1c(=O)c2ccccc2n(CC(=O)NCCC2=CCCCC2)c1=O)NCc1ccco1	-4	1	0.4	22	-4	-7	103	-24	4

Going on with the list.
SMILES	pCIP destab	GalR3 antag	CRFR2-BP ag	CRFR2-BP antag	IDE cell inh	CHRM4 PAM	MEKK3 PB1 HTS	PHOSPHO1 block	IDE act
O=C(Nc1cccc(-c2cccc(Cl)c2)c1)C1CCN(Cc2nccs2)CC1	nt	-5	-0.4	1	nt	-6	nt	nt	nt
O=C(CSCc1ccc(Cl)cc1)NCc1ccc2c(c1)OCO2	-17	2	-1.1	14	-3	2	nt	26	1
COc1ccc2c(-c3cnc(N4CCOCC4)nc3)c(-c3ccc(S(C)(=O)=O)cc3)sc2c1	nt	-4	6.9	-11	-2	-4	nt	nt	-5
COc1ccc(C2CC23N=C(c2ccccc2)OC3=O)cc1 (centres undefined)	-2	-4	-2.4	11	-3	5	97	7	5
Cc1cc(NC(=O)/C(C#N)=C/c2ccc(-c3cccc(C(F)(F)F)c3)o2)n(-c2ccccc2)n1	10	3	12	1	0	9	104	-9	5
O=C(Nc1cccc(C(F)(F)F)c1)c1cc(S(=O)(=O)N2CCCCC2)ccc1N1CCOCC1	-6	-3	0.5	-8	-3	10	96	8	-5
COc1ccc(CNC(=O)/C(C#N)=C2\N=C(NC(=O)c3cccs3)c3ccccc32)cc1	-11	-6	1.3	-32	-3	7	74*[inhibitor]	12	-1
CCCc1cc(=O)[nH]c(SCC(=O)N2CCc3ccccc32)n1	nt	-6	-0.5	16	-4	3	nt	nt	2
CC(=O)Nc1ccc(N2CCCCC2)cc1	-2	-7	-0.8	22	7	3	102	27	4
Cc1cc(C(F)(F)F)nc(CCNCc2c(C(=O)N3CCCC3)nc3ccccn23)n1	-12	3	0.4	-12	1	-1	102	37	nt
Cc1ccc2c(=O)c(C(=O)c3ccc(F)cc3)cn(CC(=O)NCc3ccco3)c2n1	-5	-1	0.1	0	-2	9	102	11	-1
N#Cc1ccc[n+](CC(=O)c2ccc(NC(=O)c3ccccc3)cc2)c1	-20	-6	1.5	0	0	-3	102	-10	-6
C=CCn1c(=O)c2ccccc2n2c(SCC(=O)NC)nnc12	1	-9	-0.7	3	-2	2	104	-106	4
COc1ccc(N(CC(=O)N2CCc3ccccc3C2)S(=O)(=O)c2c(C)nn(C)c2C)cc1	-10	2	-0.4	11	-2	0	102	2	6
